aSyn yeast rescue = inhibitors of alpha-synuclein toxicity in yeast | S. cerevisiae alpha-synuclein toxicity rescue, BacTiter-Glo growth, 24 h | Potency, µM (doses to about 46.1 µM), for the others: top-dose growth rescue (activation), actives largely listed as activators | 94,000 compounds, 0.02% hits | AID 1347070; active means well fitted activation curve with a large enough effect; inconclusive means small, poorly fitted or top-dose-only effect; further: 0% is about no effect
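Growth restoration measured by BacTiter-Glo luminescence after 24 hr at 30 deg C; alpha-synuclein yeast, raffinose-pregrown to mid-log, were added at OD600=0.02 in galactose medium onto pinned compounds.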
* = called active by the depositor; ? = inconclusive; & = joins results of further samples. Potency means the concentration at half of the fitted maximal effect.

SMILES | aSyn yeast rescue
CCOc1ccc(NC(=O)Cn2c(=O)n(CC3CCCO3)c(=O)c3ccccc32)cc1 (stereo unspecified) | -0.6%&1.8%
O=C(NCCn1cc(SCc2ccc(Br)cc2)c2ccccc21)c1cccs1 | -2.0%
COC(=O)c1cc2oc3ccccc3c2n1Cc1cccc(C)c1 | -6.8%
Cc1cc(Nc2cccc(C(F)(F)F)c2)ncn1 | -13.7%
Cc1cc2nc(CN(C)C(=O)C3CCC(=O)N(C4CCCC4)C3)[nH]c2cc1C (stereo unspecified) | 2.0%
Cc1ccccc1OCC(=O)NCCCNC(=O)c1ccccn1 | -10.9%
COc1ccc(-c2noc(CSc3nc(C)cc(=O)[nH]3)n2)cc1OC | -11.7%
Cc1cc(N2CCCCC2)nc2ccc(NC(=O)/C=C/c3ccccc3OC(C)C)cc12 | ?
CCOC(=O)c1[nH]c(C)c(CCC(=O)Nc2ccc(Br)c(C)c2)c1C | 0.1%
CCN(CC(=O)Nc1ccc2c(c1)OCCO2)C(=O)c1ccc(Cl)cc1Cl | -8.0%
Cc1ccc(NC(=O)C2CCN(S(=O)(=O)c3c(C)noc3C)CC2)cc1 | -3.8%
CC(=O)N1c2ccccc2CC1C(=O)N1CCN(c2ccccc2F)CC1 (stereo unspecified) | -1.8%
COc1ccc(C2SCC(C(=O)O)N2C(C)=O)cc1OC (stereo unspecified) | -3.3%
Cc1ccc(CNc2nc(-c3ccco3)nn2S(=O)(=O)c2ccc3ccccc3c2)cc1 | 5.8%
O=c1[nH]c(-c2ccccc2)nnc1-c1ccccc1 | -9.0%
O=C(CCCN1C(=O)/C(=C/c2cccs2)SC1=S)Nc1ccc(O)cc1 | 13.1%
CCCCNC(=O)c1ccc2c(c1)NC(=O)C(CS(=O)(=O)Cc1cccc(C)c1)N2 (stereo unspecified) | -4.2%
O=C(NCc1ccc(F)cc1)c1ccc(Nc2nc3ccccc3n3nnnc23)cc1 | 1.8%
CNC(=O)C[C@@H]1C(=O)N(C2CCCCC2)CC1(C)C | -8.3%
COc1ccc(C(=O)Nc2cc(S(=O)(=O)N3CCCCC3)ccc2C)cc1 | 12.4%
CCOc1ccc(CCNC(=O)C2=C(C)C(=O)OC23CCC(C)CC3)cc1OCC (stereo unspecified) | -7.1%
Cc1cccc(NS(=O)(=O)c2ccc3c(c2)CCN3C(=O)CCC(=O)O)c1C | 7.8%
CCOc1cccc(NC(=O)CSc2ncc(-c3ccc(Cl)cc3)[nH]2)c1 | 7.0%
Cc1ccc(C2C(=O)N(C3CCC(C)CC3)CC(=O)N2C2CCCC2)cc1 (stereo unspecified) | -15.2%
CCOc1ccccc1NC(=O)C(NS(=O)(=O)c1ccc2c(c1)CCC(=O)N2)c1ccccc1 (stereo unspecified) | -5.2%

Later entries:
SMILES | aSyn yeast rescue
COc1ccc(C)cc1NC(=O)CN(C)S(=O)(=O)c1ccc2c(c1)CCCN2C(C)=O | -3.5%
Cc1ccc(/C=C/c2onc(C)c2S(=O)(=O)N2CCC(C(=O)NCc3ccc(C)o3)CC2)cc1 | -10.1%
CCSc1ncc(Cl)c(C(=O)Nc2ccc(S(=O)(=O)N3CCCCC3)cc2)n1 | -4.9%
CCCCN(CC)C(=O)Cn1c(=O)n(-c2ccc(OCC)cc2)c(=O)c2c3c(sc21)CCC3 | -0.4%
COc1ccc(COC(=O)CN2C(=O)NC3(CCCC3)C2=O)cc1F | 4.6%
Cn1cccc1C(=O)NCc1ccc(S(N)(=O)=O)cc1 | 4.3%
O=C(COC(=O)COc1cccc(C(F)(F)F)c1)NC(=O)NC1CCCCC1 | 8.1%
COc1ccc(CCNC(=O)CCS(=O)(=O)c2ccc3nc(C)sc3c2)cc1OC | -0.5%
O=C(CSc1nnc(-c2ccccc2F)n1C1CC1)Nc1ccc2[nH]c(=O)[nH]c2c1 | 1.2%
Cc1ccc(C(=O)CC2(O)C(=O)N(CCc3ccccc3)c3ccc(Cl)cc32)cc1 (stereo unspecified) | ?
CCOc1ccc(CCNC(=O)c2cc3c(=O)oc4ccc(C)cc4c3s2)cc1OCC | 6.3%
Cc1cccc(CC2C(=O)Nc3ccccc32)c1 (stereo unspecified) | 1.6%
COC(=O)c1ccc2c(=O)n(CCCCCC(=O)N3CCN(c4cccc(C)c4C)CC3)c(=O)[nH]c2c1 | -4.6%
CCOC(=O)c1ccc(Nc2nc3ccc(C(=O)c4ccccc4)cc3n3c(C)nnc23)cc1 | -4.8%
COc1ccccc1N(C)S(=O)(=O)c1ccc(C(=O)NNC(=O)c2ccccc2O)cc1 | -2.3%
Cc1ccc(-n2c3c(c(=O)[nH]c2=O)C(NC(=O)C(C)(C)C)(C(F)(F)F)C(=O)N3)cc1 (stereo unspecified) | 2.3%
Cc1cc(C(=O)N2CCN(c3ccccc3F)CC2)c2c(C)nn(-c3ccccc3)c2n1 | 1.4%
Cc1cc(NC(=O)C2CCCN(S(=O)(=O)c3c(C)noc3C)C2)n[nH]1 (stereo unspecified) | 1.9%
Nc1c(-c2nc(-c3ccncc3)no2)nnn1CC(=O)Nc1ccccc1 | -4.0%
CCn1cc(SCC(=O)N2CCOCC2)c2ccccc21 | -0.7%
NS(=O)(=O)c1ccc(Sc2ccc3ccccc3c2)nc1 | -3.9%
CCCCN(CCCC)Cc1ccc(C(=O)NNC(=O)Nc2ccc(F)cc2)o1 | 4.2%
CCC(=O)N1CCc2cc(S(=O)(=O)CCC(=O)NCc3ccccc3Cl)ccc21 | -1.0%
CCC(=O)NNC(=O)Cc1c(C)n(C(=O)c2ccc(Cl)cc2)c2ccc(OC)cc12 | 2.4%
O=C(CN1CCN(S(=O)(=O)N2CCCCCC2)CC1)Nc1cc(Cl)ccc1Cl | 5.4%

Among those listed so far, these contain bromine.
SMILES | aSyn yeast rescue
O=C(NCCn1cc(SCc2ccc(Br)cc2)c2ccccc21)c1cccs1 | -2.0%
CCOC(=O)c1[nH]c(C)c(CCC(=O)Nc2ccc(Br)c(C)c2)c1C | 0.1%

Continuation.
SMILES | aSyn yeast rescue
Cc1ccc(NC(=O)C2CCN(c3nn4cc(-c5ccc(C)cc5)nc4s3)CC2)cc1 | -7.7%
CS(=O)(=O)NN1C(=O)c2ccccc2NC1c1ccccc1O (stereo unspecified) | -14.1%
CCOC(=O)C1CCCN(S(=O)(=O)c2ccc3c(c2)oc(=O)n3C)C1 (stereo unspecified) | 6.4%
CCOC(=O)c1ccc(N=C2SC(C(=O)Nc3ccccc3)CC(=O)N2C)cc1 (stereo unspecified) | 3.5%
COc1cc(C2N(c3ccc(Cl)cc3)C(=O)C3CCCN32)cc(OC)c1OC (stereo unspecified) | 3.6%
C[C@@H]1CN([C@H](C)CO)C(=O)CCCn2nncc2CO[C@@H]1CN(C)S(=O)(=O)c1ccc2ccccc2c1 | -6.6%
O=C(N/N=C\c1ccccc1)c1ccccc1-n1cccc1 | 6.2%
Cc1ccc2oc(-c3ccc(NC(=O)c4ccncc4)cc3O)nc2c1 | -1.6%
CC(=O)CCc1c(C)nc2ccc(C(=O)O)cc2c1Cl | 13.8%
CC1CCN(C(=O)CN2CCSc3ccc(S(=O)(=O)N(C)C)cc32)CC1 | -6.2%
O=C(c1cc(-c2cccs2)nn1-c1ccccc1)N1CCN(S(=O)(=O)c2ccccc2)CC1 | -0.4%
Cc1ccc2c(c1)C(c1ccccc1)N(C(=O)c1ccccc1[N+](=O)[O-])CC(=O)N2 (stereo unspecified) | 12.0%
Cc1ccc(C)c(CSc2nnc3[nH]c(=O)cc(-c4ccccc4)n23)c1 | 3.2%
Cc1ccccc1C(=O)N(C)[C@H]1C[C@H]2c3[nH]c4ccccc4c3CCN2C(=O)[C@H]1[C@H](C)O | -7.6%
CC(=O)OCC#CCSc1nnc(-c2cccc(Br)c2)o1 | 5.9%
Nc1ccc(Cl)c(S(=O)(=O)Nc2ccc(Cl)cc2)c1 | 1.7%
CCc1ccc(CN(C)C(=O)c2cc(COc3cncc(Cl)c3)on2)cc1 | 6.9%
Cc1ccc(NC(=O)c2ccco2)c(NC(=O)c2ccc(Cl)cc2)c1 | 5.3%
COc1ccc(C(=O)NCC2(N3CCN(C)CC3)CCCCC2)cc1 | 5.1%
COc1ccccc1CNC(=O)c1nccnc1CO | 1.5%
COc1ccc(CNC(=O)c2ccc(Cn3c(=O)c4cccn4c4cccnc43)cc2)cc1OC | 5.5%
Cc1ccccc1C(=O)N1CCC(C(=O)Nc2ccccc2N2CCCC2)CC1 | 12.0%
CCCCCn1c(=O)[nH]c2cc(C(=O)N3CCN(c4ccc(OC)cc4)CC3)ccc2c1=O | -1.4%
Cc1cc2nc(-c3ccc(Cl)cc3)cc(C(F)(F)F)n2n1 | -3.4%
COc1ccc(CCC(=O)Nc2cccc(S(=O)(=O)N3CCCCCC3)c2)cc1 | 2.4%

Brought forward from above: seven entries, then new ones.
SMILES | aSyn yeast rescue
COc1ccc(C(=O)NCC2(N3CCN(C)CC3)CCCCC2)cc1 | 5.1%
COc1ccccc1CNC(=O)c1nccnc1CO | 1.5%
COc1ccc(CNC(=O)c2ccc(Cn3c(=O)c4cccn4c4cccnc43)cc2)cc1OC | 5.5%
Cc1ccccc1C(=O)N1CCC(C(=O)Nc2ccccc2N2CCCC2)CC1 | 12.0%
CCCCCn1c(=O)[nH]c2cc(C(=O)N3CCN(c4ccc(OC)cc4)CC3)ccc2c1=O | -1.4%
Cc1cc2nc(-c3ccc(Cl)cc3)cc(C(F)(F)F)n2n1 | -3.4%
COc1ccc(CCC(=O)Nc2cccc(S(=O)(=O)N3CCCCCC3)c2)cc1 | 2.4%
COC(=O)c1c(NC(=O)c2ccccc2)sc(C(N)=O)c1C | 9.5%
OC1CCCN(C(=S)NCc2ccccc2)C1 (stereo unspecified) | 5.0%
Cc1ccsc1CN(C(=O)c1oc2ccc(Br)cc2c1C)C1CCS(=O)(=O)C1 (stereo unspecified) | ?
COC(=O)c1ccc(NC(=O)CCn2cccn2)cc1 | -3.1%
O=C(NC(=S)Nc1ccc2oc(=O)ccc2c1)c1ccco1 | 17.0%
O=S(=O)(Nc1ccc(F)cc1F)c1ccc(-n2cccn2)cc1 | -2.4%
CCCCN(C)CCNC(=O)c1ccc(Cn2c(=O)[nH]c3cc(OC)c(OC)cc3c2=O)cc1 | 0.2%
Cc1ccc(CNc2nc3ccccc3n2C)cc1 | -1.3%
COCCCNC(=S)N/N=C/c1ccc(N(C)C)cc1 | -9.2%
Cc1ccc2c(c1)N(C(=O)CCC(=O)N1CCN(c3ccccn3)CC1)CC(C)O2 (stereo unspecified) | -8.3%
Cc1ccc(CNC(=O)c2ccc3c(c2)N(Cc2ccccc2Cl)C(=O)CS3)cc1 | 4.9%
O=C(CSc1nc2cc3ccccc3cc2[nH]1)Nc1cccc(C(F)(F)F)c1 | -9.6%
CCCCn1c(N)c(N(CC(C)C)C(=O)c2ccc(OCC3CCCO3)cc2)c(=O)[nH]c1=O (stereo unspecified) | -7.6%
CCCCCCCc1c(O)nc(SCCN(C)C)[nH]c1=O | 4.9%
Cc1ccc(N(CC(=O)NN=C2CCN(C)CC2)S(=O)(=O)c2ccc(C)cc2)cc1 | 2.0%
Cc1ccc(Cn2c(C)c(CNC3CCCCC3)c(C(=O)O)c2C)cc1 | 1.2%
CC(C)(C)OC(=O)N1CCC(c2c(C(=O)Nc3ccc4c(c3)OCCO4)cnn2-c2ccc(F)cc2F)CC1 | 2.3%
Cc1cc(=O)oc2cc(NC(=O)c3ccccc3Cl)ccc12 | 3.5%
O=C(Nc1cc(Cl)cc(Cl)c1)c1ccc(F)c(S(=O)(=O)NC2CCCC2)c1 | -3.0%
COc1ccc(N2CCN(C(=O)CSc3c4c(nc5ccc(Cl)cc35)CCCC4)CC2)cc1 | -13.4%
COc1cccc(-n2c(N)c(-c3nc4ccccc4[nH]3)sc2=S)c1 | 2.6%
O=C(CSc1ncn[nH]1)NCCc1ccc(Cl)cc1Cl | -4.1%
Cc1cccc(CSCc2ccc(C(=O)NCCc3ccccc3)o2)c1 | 11.3%
O=[N+]([O-])c1cccc(S(=O)(=O)c2ccc(NCCO)c([N+](=O)[O-])c2)c1 | 0.7%
CCc1ccc(NC(=O)CCCc2nc(-c3ccco3)no2)cc1 | -6.7%

The results go on:
SMILES | aSyn yeast rescue
COc1ccc(CCCc2nnc(SCC(=O)Nc3ccccc3F)o2)cc1 | 2.7%
CCc1cnc2c(c1SCC(=O)Nc1ccc(C)cc1C)c(=O)n(C)c(=O)n2C | 1.8%
CC(=O)NC(CCS(C)(=O)=O)C(=O)Nc1ccccc1 (stereo unspecified) | 5.0%
COc1ccccc1N1CCN(C(=O)c2ccc3noc(-c4ccccc4)c3c2)CC1 | 5.0%
COc1ccc(C)cc1NC(=O)CCNC(=O)c1ccco1 | -8.0%
CCOc1ccc(CNC(=O)C2Cc3ccccc3N2C(=O)CC)cc1OC (stereo unspecified) | -6.8%
Cc1cccc(Cn2nnc(C(=O)Nc3cc(C)ccc3C)c2N)c1 | 27.4%
CCCCCCN1C[C@@H](n2cc(COC(=O)c3ccccc3)nn2)[C@H](O)C[C@@H]1c1ccccc1 | 2.6%
CC(=O)c1ccc(NS(=O)(=O)c2ccc(Br)s2)cc1 | -2.6%
O=C(COC(=O)c1cc([N+](=O)[O-])ccc1N1CCOCC1)NC1CCCCC1 | 4.9%
CCOC(=O)C/C(N)=N/N(C)c1ncc(C(F)(F)F)cc1Cl | -11.9%
CCOc1ccc(N(CC)C(=O)COc2cc(=O)n(C)c3ccccc23)cc1 | 13.3%
CCOC(=O)c1cccc(NC(=O)CN2C(=O)CC(C)(C)Sc3ccccc32)c1 | 3.1%
CCCCNC(=O)C1CCN(C(=O)N2CC(C)Oc3ccc(Cl)cc32)CC1 (stereo unspecified) | -0.4%

Among those listed so far, these contain a nitro group on carbon.
SMILES | aSyn yeast rescue
Cc1ccc2c(c1)C(c1ccccc1)N(C(=O)c1ccccc1[N+](=O)[O-])CC(=O)N2 (stereo unspecified) | 12.0%
O=[N+]([O-])c1cccc(S(=O)(=O)c2ccc(NCCO)c([N+](=O)[O-])c2)c1 | 0.7%
O=C(COC(=O)c1cc([N+](=O)[O-])ccc1N1CCOCC1)NC1CCCCC1 | 4.9%

Bioassay records from PubChem BioAssay.

This is a subset, so the mix of outcomes need not match the whole.
